# BaF3 parental: reduces parental Ba/F3 cell viability, JAK2V617F counter-screen; CellTiter-Glo ATP luminescence; AID 1486; actives 1.1% (n = 220,000); inhibition, % at 5.6 µM;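 active = inhibition above a per-campaign cutoff, the mean inhibition of all tested compounds plus 3 SD, cut at about 27% in these data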;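 also: 0% = DMSO wells and 100% = JAK Inhibitor I control wells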
# EP2 modulator: modulators of human EP2 prostaglandin E2 receptor; P43116; EP2-expressing cells, cAMP HTRF FRET, PGE2 co-stimulation; induction, % at 25 µM; actives 0.83% (n = 260,000); AID 940;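 active = compounds whose cAMP rise, as percent of the full-agonist control response, exceeds 60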;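 also: rat C6 glioma line stably carrying human EP2 under a CMV promoter; the protocol text gives 20 µM as final concentration; 100% = response of wells given 1 µM PGE2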
# Target sequence (P43116 whole entry, looked up): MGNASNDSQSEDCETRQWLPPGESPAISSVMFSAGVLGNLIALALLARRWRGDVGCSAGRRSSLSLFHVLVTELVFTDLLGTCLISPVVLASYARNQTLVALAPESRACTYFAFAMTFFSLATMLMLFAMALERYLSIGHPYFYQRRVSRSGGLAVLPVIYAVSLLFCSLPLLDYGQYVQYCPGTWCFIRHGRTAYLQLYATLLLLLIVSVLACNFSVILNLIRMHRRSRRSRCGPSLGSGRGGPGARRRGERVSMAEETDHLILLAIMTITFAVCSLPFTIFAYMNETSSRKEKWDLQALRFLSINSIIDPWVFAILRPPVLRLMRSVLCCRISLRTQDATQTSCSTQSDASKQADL
# TRPML3 agonist: agonists of human TRPML3 channel | actives 0.29% (n = 220,000) | activation, % at 3 µM | HEK293 TRPML3-YFP, Fluo-8 calcium fluorescence; 100% = the carbachol control signal | Q8TDD5 | AID 1448;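 active = activation above its plate's cutoff, the mean activation of the plate's test wells plus 3 SD, cut at about 12% in these data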;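 also: 0% = DMSO only wells and 100% = carbachol wells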
# Target sequence (Q8TDD5 whole entry, looked up): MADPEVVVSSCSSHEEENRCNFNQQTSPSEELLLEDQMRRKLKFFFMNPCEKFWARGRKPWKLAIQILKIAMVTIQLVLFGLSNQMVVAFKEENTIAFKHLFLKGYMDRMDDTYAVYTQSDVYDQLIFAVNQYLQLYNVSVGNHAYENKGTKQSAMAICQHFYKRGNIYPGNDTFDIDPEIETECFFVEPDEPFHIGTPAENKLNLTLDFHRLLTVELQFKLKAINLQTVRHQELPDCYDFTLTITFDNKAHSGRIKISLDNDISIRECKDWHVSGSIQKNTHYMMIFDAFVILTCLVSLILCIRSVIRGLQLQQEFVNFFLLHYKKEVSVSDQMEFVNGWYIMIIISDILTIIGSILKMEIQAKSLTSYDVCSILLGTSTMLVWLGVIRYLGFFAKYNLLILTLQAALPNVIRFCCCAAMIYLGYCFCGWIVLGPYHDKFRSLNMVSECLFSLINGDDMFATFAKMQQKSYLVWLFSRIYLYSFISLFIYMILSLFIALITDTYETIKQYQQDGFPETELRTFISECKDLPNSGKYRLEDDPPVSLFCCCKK
#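 system = HEK293 cells stably carrying human TRPML3-YFP | doses = one concentration, 3 µM nominal, 0.3% DMSO | timing = dye loading 1 h 37 °C then 30 min ambient, 125 s read | detection = Fluo-8 calcium dye fluorescence, ex 470-495, em 515-575 nm | benchmarks = high control carbachol 87 µM, low control DMSO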
# zfTRPN1 agonist: agonists of zebrafish TRPN1 channel; actives 0.18% (n = 220,000); HEK293 zebrafish TRPN1-YFP, Fluo-8 calcium fluorescence; 100% = response to 87 µM carbachol; activation, % at 3 µM;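 active = activation above its plate's cutoff, the mean activation of test wells on that plate plus 3 SD, cut at about 19% in these data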;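 also: 0% = DMSO alone and 100% = 87 µM carbachol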
#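 Material: zebrafish TRPN1-YFP in HEK293 cells; Doses: single test compound dose, 3 µM nominal, 0.3% DMSO; Timing: dye loading 1 h at 37 °C, then 30 min room temperature; Technique: intracellular calcium fluorescence with Fluo-8; Benchmarks: high carbachol 87 µM, low DMSO alone.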
# Calpain2 inh: inhibitors of pig calpain II; purified calpain II, fluorogenic peptide substrate, 30 min; inhibition, % at 16 µM; actives 0.37% (n = 220,000); AID 1236;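 active = inhibition above about 50%, limit read from the data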
# PERK inh: human PERK inhibition, primary cell-based screen | Q9NZJ5 | CHO PERK-DD fusion, SEAP luminescence translation reporter | inhibition, % at 5.6 µM | actives 0.17% (n = 220,000);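 active = inhibition above the mean inhibition of all tested compounds plus 3 SD, set separately per screening campaign, cut at about 2.9% in these data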;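 also: PERK kinase domain activated by AP20187 dimerizer at 100 nM; 0% = DMSO with dimerizer and 100% = rapamycin at 8.4 µM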
# S1P4 antag: human S1P4 receptor antagonism | O95977 | inhibition, % at 4.98 µM | AID 1510 | S1P4-expressing cells, antagonist mode, reporter read-out | actives 0.26% (n = 220,000); in the data active = inhibition above about 29%;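 also: 0% = wells stimulated with agonist and 100% = vehicle wells without agonist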
# Ba/F3 V617F tox: lowers viability of Ba/F3 cells expressing EpoR and JAK2V617F; actives 1.1% (n = 220,000); ATP luminescence; inhibition, % at 5.6 µM;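 active = inhibition above the campaign mean plus 3 SD over all tested compounds, cut at about 24% in these data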;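 also: cytokine-independent growth of Ba/F3 cells driven by EpoR plus mutant JAK2; 0% = DMSO-treated cells and 100% = JAK inhibitor I control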
# S1P4 ag: agonists of human S1P4 receptor | actives 0.35% (n = 220,000) | O95977 | activation, % at 4.98 µM | S1P4-expressing cell line, agonist reporter assay; in the data active = activation above about 11%;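 also: 0% = DMSO vehicle and 100% = reference agonist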
# Active calls of the source: *; x = not tested or not shown.
SMILES,BaF3 parental,EP2 modulator,TRPML3 agonist,zfTRPN1 agonist,Calpain2 inh,PERK inh,S1P4 antag,Ba/F3 V617F tox,S1P4 ag
N#C/C(=C\c1ccc([N+](=O)[O-])cc1)C(=O)Nc1ccccc1O,5.5,-71.1,0.8,1.6,3.3,0.8,-12.1,-1.8,-0.3
Clc1ccc2nc(-c3ccc4c(c3)OCO4)cn2c1,15.0,-13.2,0.3,-2.5,-290.3,-0.1,-13.4,4.3,0.7
CCC1CCCCN1C(=O)CSc1nnc(-c2ccc3c(c2)OCCO3)o1 (centres undefined),10.0,13.3,1.4,1.5,1.5,-0.5,14.2,4.3,1.2
CCN1CCN(C(=O)/C(C#N)=C/c2ccc(OC(F)F)cc2)CC1,0.6,-10.6,2.9,2.5,3.0,0.0,-2.7,3.5,-1.5
Cc1nnc(SCC(=O)N2CCC(c3noc4ccc(F)cc34)CC2)s1,0.3,-9.2,0.4,-0.1,-23.7,-0.5,-22.3,-2.7,2.0
O=C(Nc1cccc(-c2nc3ccccc3s2)c1)c1cc(-n2cnnc2)ccc1Cl,10.2,-14.4,-1.2,-2.4,-42.9,-1.0,30.8*,2.1,1.2
Cc1[nH]cnc1CSCCN,1.9,25.6,0.8,2.0,-0.6,2.1,-1.2,-1.1,-1.0
O=C(Nc1ccc(F)cc1)C1CCN(C(=O)c2ccc([N+](=O)[O-])cc2)CC1,-0.9,-13.6,1.3,-0.5,-13.2,0.3,-5.0,-2.7,-1.3
O=C(CCS(=O)(=O)c1cccs1)NC1CCCCCC1,0.1,13.5,0.2,0.0,-1.2,0.3,-19.2,-3.0,1.4
CCCCCCC1CC(=O)NC(=S)N1 (centres undefined),5.0,3.5,0.4,0.3,21.5,0.6,-6.6,4.2,-1.5
Cc1cc(C)n2c(SCC(C)C)nnc2n1,9.0,12.3,-0.1,0.5,10.3,0.8,4.6,3.3,0.8
CNc1cc(Cl)nc(SC)n1,2.7,-3.7,1.2,1.8,-16.0,2.7,1.1,-0.4,0.5
CC1CC(C)CN(CCCNC(=O)CCNC(=O)Cn2ccc3ccccc3c2=O)C1 (centres undefined),0.8,16.4,0.7,-0.1,-31.0,0.5,6.0,-0.8,1.1
CCOc1ccc(N2C(=O)CC(Sc3nc4ccc(OCC)cc4s3)C2=O)cc1 (centres undefined),2.5,x,0.2,0.9,x,1.3,-24.5,-2.7,0.5
COC(=O)c1cc(OC)c(OC)cc1NC(=O)CSc1nnnn1Cc1ccccc1,1.8,0.5,0.0,1.2,-31.5,1.4,-13.4,-0.6,-1.2
O=C(Nc1ccc2oc(-c3ccccc3F)nc2c1)c1ccc2c(c1)OCCO2,5.9,-38.4,1.3,5.5,-443.6,-1.7,-20.3,2.5,1.9
COC(=O)C1=C(C)NC(=O)C1(NC(=O)CN1CCCC1=O)C(F)(F)F (centres undefined),0.8,42.2,0.3,-0.8,5.0,0.6,-16.7,-5.6,0.9
O=C(/C=C/c1ccccc1)NC(NC(=S)Nc1cc(Cl)ccc1Cl)C(Cl)(Cl)Cl (centres undefined),0.3,-45.3,1.0,1.1,12.9,0.2,6.5,-3.0,-0.1
COc1ccc(S(=O)(=O)N2CCOCC2)cc1NC(=O)CN(C)Cc1c(F)cccc1Cl,5.0,-14.5,0.4,-0.8,-9.8,0.4,10.2,-1.9,0.3
Cc1cc(NC(=O)c2coc(=O)c(Br)c2)ccc1C(C)C,-3.2,-37.4,-0.4,0.2,41.1,0.7,10.2,4.7,1.1
O=C(COc1ccccc1)Nc1ccccc1Oc1ccccc1,-0.6,72.1*,0.2,-2.2,38.8,0.5,-9.2,1.4,0.4
S=C(Nc1ccccc1)Nc1ccc(OCc2ccc(Cl)cc2Cl)cc1,1.4,3.5,0.8,0.4,7.0,0.6,-2.8,-2.1,-2.5
CCN(CC(=O)NC1CCS(=O)(=O)C1)S(=O)(=O)c1ccc(F)cc1 (centres undefined),4.5,-17.7,0.9,0.5,19.0,0.5,-9.7,1.9,0.0
CC(C)(C)N1CCC1C(N)=O (centres undefined),-0.6,6.4,0.3,0.5,14.5,1.8,13.4,-5.6,-2.4
COc1ccc(Cn2c(C)c(C)c(C#N)c2NC(=O)Nc2ccccc2)cc1,4.7,-4.5,-0.3,-0.5,19.6,-0.4,-5.3,-2.2,-0.8

# Following part
SMILES,BaF3 parental,EP2 modulator,TRPML3 agonist,zfTRPN1 agonist,Calpain2 inh,PERK inh,S1P4 antag,Ba/F3 V617F tox,S1P4 ag
COc1ccc(NS(=O)(=O)c2ccc(NS(=O)(=O)c3ccc(C)cc3)cc2)nn1,6.9,26.5,0.5,1.1,8.8,1.5,-8.2,0.5,-2.2
CCc1ccccc1N(C(=O)Cn1nnc2ccccc21)C(C(=O)NCCOC)c1ccco1 (centres undefined),0.7,-13.5,0.9,-0.6,6.3,-1.6,-6.6,0.9,-0.3
Cc1onc(-c2ccccc2Cl)c1C(=O)Nc1nnc(-c2cccc([N+](=O)[O-])c2)s1,4.3,-23.9,4.8,8.4,-42.4,-1.7,27.6,-1.2,-1.2
COc1ccccc1S(=O)(=O)Cc1ccc(C(=O)NCc2cccnc2)o1,4.0,-1.4,0.1,0.4,1.7,-0.3,-3.8,-1.1,-2.7
N#C/C(=C\c1ccc([N+](=O)[O-])cc1)c1ccccn1,0.5,-67.3,0.8,0.4,26.9,-0.5,1.7,1.1,0.5
CC(C)C(OC(=O)c1cccs1)C(=O)NCc1ccc2c(c1)OCO2 (centres undefined),0.6,-4.4,-0.7,-1.1,7.2,-0.1,7.8,0.2,-1.0
COc1ccc(C(=O)N2CCn3c2nc2ccccc23)cc1,5.2,-18.3,0.5,0.6,24.5,0.0,-6.2,-0.2,-0.5
COc1cccc(OCCNc2cc(Cl)ccc2[N+](=O)[O-])c1,6.2,23.5,-1.2,-1.1,11.8,0.1,1.7,2.6,-0.6
CC(=O)NC(CC(=O)Nc1ccc(S(=O)(=O)N2CCCC2)cc1)c1ccccc1 (centres undefined),3.2,2.9,1.2,2.7,18.9,1.2,-7.2,-0.5,1.0
O=C1C(Cl)=C(N2CCCCC2)C(=O)N1c1ccccc1Cl,0.0,18.1,-0.2,-0.7,-4.3,0.9,7.2,1.4,0.8
COCCCn1c(-c2ccsc2)nc2c1c(=O)[nH]c(=O)n2Cc1ccccc1,5.7,47.5,0.4,-0.7,-58.2,-1.2,-22.2,0.2,2.4
COc1ccccc1C(CCN(Cc1cccs1)C(C)=O)c1ccco1 (centres undefined),0.4,45.7,-0.3,-1.4,-60.8,-1.1,-7.7,-2.6,1.1
CCOC(=O)N1CC=C2C(C#N)=C(N)C(C#N)(C#N)[C@H](c3ccc(OC(C)C)c(OCC)c3)[C@H]2C1,4.9,-14.7,0.6,0.7,-51.4,0.2,-20.0,-2.8,-0.3
CCN1CCN(c2nc(Nc3ccccc3F)nc(N)c2[N+](=O)[O-])CC1,-4.2,7.8,0.8,-0.2,-6.8,0.3,6.0,-5.2,-1.0
COc1c(Br)cc2c(C)c(C(=O)O)oc2c1Br,3.7,13.7,0.8,-0.2,-9.2,0.5,-8.5,0.7,3.4
CC(=O)NCCC(=O)Nc1cc(F)ccc1C,1.6,13.7,1.4,1.3,-38.9,1.5,-16.0,-4.2,-2.7
O=C(O)c1ccc(CSc2nc(-c3ccc(Cl)cc3)cc(C(F)(F)F)n2)cc1,9.2,14.3,0.2,-0.2,17.2,0.2,3.2,3.2,1.5
COc1ccc(/C=C/C(=O)NC(C)(C)C)cc1S(=O)(=O)N1CCOCC1,6.5,6.2,0.9,0.9,10.0,-0.1,1.2,1.3,1.4
CCOC(=O)/C(C#N)=C1/C=Cc2ccccc2N1CC,12.7,25.4,-0.3,0.3,23.6,-0.6,-1.6,4.9,-1.2
CN(C)S(=O)(=O)c1cccc(C(=O)Nc2cc(Cl)ccc2O)c1,5.3,-12.7,2.2,0.8,10.2,0.6,6.9,-1.2,0.2
CC1=NN(c2ccccc2)C(=O)/C1=C\N1CC(C)OC(C)C1 (centres undefined),9.4,-2.3,0.1,-0.6,-5.1,1.6,-1.2,1.8,-3.1
CN(C)S(=O)(=O)c1ccc(Cl)c(NC(=O)CN2CCCCCC2)c1,2.8,22.1,-0.2,0.0,-12.5,0.7,-12.9,1.8,1.8
Cc1ccc(-n2c(O)c(/C=N/NC(=O)C3COc4ccccc4O3)c3ccccc3c2=O)cc1 (centres undefined),3.9,-14.6,0.0,0.0,-69.2,-0.1,-4.8,1.1,1.5
Cc1ccc(-c2nc(-c3ccccc3)no2)cc1,3.7,17.7,0.9,1.9,13.2,2.3,-8.3,0.7,-0.2
CCc1ccc(C(=O)COC(=O)c2cncc(Br)c2)cc1,7.9,20.6,-1.6,-1.3,10.1,-0.7,-8.7,1.1,-1.3

# (listing goes on)
SMILES,BaF3 parental,EP2 modulator,TRPML3 agonist,zfTRPN1 agonist,Calpain2 inh,PERK inh,S1P4 antag,Ba/F3 V617F tox,S1P4 ag
O=C(NCCc1ccc(Cl)cc1)C1CCC(=O)N1Cc1ccccc1Cl (centres undefined),1.1,1.5,-0.7,0.5,-4.0,0.1,-0.8,-2.6,-0.8
COc1cccc(NC(=O)CSC2=C(C#N)C(c3ccco3)C3=C(CCCC3=O)N2)c1 (centres undefined),75.8*,-0.2,-0.6,-1.3,-53.8,-0.1,2.9,67.4*,1.3
N#CC1=C(N)NC(SCC(=O)O)=C(C#N)C12CCCC2,-0.8,36.8,-0.1,0.4,6.4,0.6,-3.4,-4.2,0.8
Clc1cccc(-c2ccc(/C=N/n3cnnc3)o2)c1,7.8,5.9,0.8,0.7,-2.2,0.1,-7.3,0.2,-0.4
O=C1CCCC/C1=C/NCc1ccc(F)cc1,6.4,10.9,0.6,-0.4,0.4,0.9,-6.3,2.0,0.8
Cn1nnnc1SCCNCc1ccc(Cl)cc1,4.7,5.1,0.4,-0.5,-43.6,0.0,0.9,2.0,-0.9
CCCN(CCC)CC(O)CN(c1ccccc1)S(=O)(=O)c1ccc(C)cc1 (centres undefined),8.4,32.5,0.2,-0.1,-31.7,-1.9,1.6,2.8,-0.3
CCOC(=O)c1c(C)n(C)c2ccc(OC)c(NC(=O)CN3CCC4(CC3)OCCO4)c12,3.1,-3.1,0.0,1.4,-25.4,-0.9,-6.0,2.4,1.6
COc1ccc(CCNC(=O)Cc2cc(=O)[nH]c(=O)[nH]2)cc1OC,5.2,-0.6,0.8,2.1,-36.0,0.8,-8.3,1.3,-2.8
O=C(O)CC1=C(O)C(=O)N(c2ccccc2)C1c1ccc(Cl)cc1 (centres undefined),1.7,8.9,0.2,-0.8,29.5,0.2,-5.2,0.1,1.3

# Single records (already shown).
# COc1ccc(CCNC(=O)Cc2cc(=O)[nH]c(=O)[nH]2)cc1OC across the screens: BaF3 parental = 5.2; EP2 modulator = -0.6; TRPML3 agonist = 0.8; zfTRPN1 agonist = 2.1; Calpain2 inh = -36.0; PERK inh = 0.8; S1P4 antag = -8.3; Ba/F3 V617F tox = 1.3; S1P4 ag = -2.8
# CCOC(=O)c1c(C)n(C)c2ccc(OC)c(NC(=O)CN3CCC4(CC3)OCCO4)c12 across the screens: BaF3 parental = 3.1; EP2 modulator = -3.1; TRPML3 agonist = 0.0; zfTRPN1 agonist = 1.4; Calpain2 inh = -25.4; PERK inh = -0.9; S1P4 antag = -6.0; Ba/F3 V617F tox = 2.4; S1P4 ag = 1.6
